Compound activity from PubChem.
KCC2 mod: KCC2 cotransporter modulators, thallium flux, primary screen, cell-based, HEK293 KCC2, FluoZin-2 fluorescence, MLSMR | Solute carrier family 12 member 5 (Homo sapiens), Q9H2X9 | KCC2 cells, thallium flux FluoZin-2 fluorescence | B-score of Tl+ flux slope (higher = more flux/activation; lower = inhibition) at 10 µM | actives 2.2% (n = 190,000) | AID 1456, 2008;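 active means thallium flux slope and its plate-corrected score both differing from the plate sample mean at a set confidence after two filtering rounds, in either direction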;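 further: slope of fluorescence scaled to starting intensity during 10 to 20 s after thallium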
FXIIa inh 1536: human FXIIa protease inhibitors, primary screen, biochemical, 1536-well; purified FXIIa, Boc-QGR-AMC fluorogenic substrate, 2 h; AID 800, 2007; actives 0.3% (n = 220,000); inhibition, % at 5 µM; in the data active means inhibition above about 40%;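 further: 0% = enzyme with no compound and 100% = blank without enzyme; many of its hits are not listed in these tables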
KLK5 inh: human KLK5 protease inhibitors, primary screen, biochemical, 1536-well. AID 873, 2007. actives 0.59% (n = 210,000). inhibition, % at 5 µM. recombinant hK5, fluorogenic AMC substrate cleavage;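 active means inhibition of 40% or more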;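 further: 0% = enzyme controls without compound and 100% = no-enzyme blanks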
Target sequence (Q9Y337 67-293 limits assumed): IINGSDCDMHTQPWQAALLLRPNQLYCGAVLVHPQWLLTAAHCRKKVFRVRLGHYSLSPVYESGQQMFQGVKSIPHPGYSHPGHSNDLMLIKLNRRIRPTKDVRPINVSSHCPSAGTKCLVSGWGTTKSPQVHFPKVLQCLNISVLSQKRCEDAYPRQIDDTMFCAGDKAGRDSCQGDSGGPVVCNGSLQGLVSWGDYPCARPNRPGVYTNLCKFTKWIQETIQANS
thrombin 1536: human alpha-thrombin inhibitors, primary screen, counter-screen for coagulation protease inhibitor project, biochemical, 1536-well, fluorogenic AMC substrate; Prothrombin (Homo sapiens), P00734; Boc-VPR-AMC fluorogenic substrate cleavage; inhibition, % at 5 µM; actives 0.26% (n = 220,000);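 active means inhibition at or above 40%; inactive means inhibition below 40%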;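 further: 0% = enzyme with no compound and 100% = wells without enzyme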
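Material: Human alpha-thrombin protein | Buffer or medium: pH 7.5 Tris-saline with Tween 20 | Reagent: Boc-VPR-AMC substrate, 15 µM final | Schedule: Reaction at ambient temperature | Detection: AMC fluorescence at 355 nm excitation and 460 nm emission | Evaluation: Percent inhibition scaled between no-compound controls and no-enzyme blanks | Controls: no-compound enzyme wells and no-enzyme blanks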
FXIa inh: human FXIa protease inhibitors, primary screen, biochemical, 1536-well | Coagulation factor XI (Homo sapiens), P03951 | purified FXIa, Boc-Glu-Ala-Arg-AMC fluorogenic substrate | inhibition, % at 5 µM | actives 0.14% (n = 220,000) | AID 798, 2007;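 active means inhibition of at least 40%; inactive means inhibition below 40%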;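 further: fluorescence of freed AMC excited at 355 nm; 0% = enzyme without compound and 100% = no enzyme blank; many of its hits are not listed in these tables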
Rad51 HR inh: human RAD51 strand exchange inhibitors, primary screen, biochemical, fluorescence; DNA repair protein RAD51 homolog 1 (Homo sapiens), Q06609; hRad51 DNA strand exchange, fluorescence dequenching; inhibition, % at 10 µM; actives 0.085% (n = 200,000); AID 1385, 2008;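 active means inhibition above 40% at the single screening dose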;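 further: 0% = DMSO control wells and 100% = blanks with heterologous ssDNA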
Target sequence (Q06609 whole entry, looked up): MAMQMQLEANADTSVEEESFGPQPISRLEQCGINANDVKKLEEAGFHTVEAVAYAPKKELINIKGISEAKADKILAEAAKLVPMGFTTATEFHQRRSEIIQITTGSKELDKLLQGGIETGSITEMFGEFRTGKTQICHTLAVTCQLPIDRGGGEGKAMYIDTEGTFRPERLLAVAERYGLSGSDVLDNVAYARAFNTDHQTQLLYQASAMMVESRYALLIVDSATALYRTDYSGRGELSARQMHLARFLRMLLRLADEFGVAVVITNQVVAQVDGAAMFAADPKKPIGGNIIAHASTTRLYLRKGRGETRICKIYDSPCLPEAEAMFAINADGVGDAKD
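System: hRad51 filaments on single-stranded DNA; reagent: Fluorescein- and BHQ1-tagged 47-mer duplex; compound dosing: one concentration, 10 µM final; timing: filaments 15 min 37 °C, then compound 30 min; measured by: fluorescein emission 520 nm, excitation 485 nm; benchmarks: per-plate controls and blanks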
zVAD death inh: inhibitors of zVAD-triggered necroptosis, primary screen, L929 cells | L929 zVAD necroptosis rescue, ATP luminescence, 24 h; with zVAD 60 µM | viability rescue, % at 10 µM | actives 0.38% (n = 220,000) | AID 1377, 2008;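 active means activation, scaled between plate controls, above about 75%, limit read from the data; inactive means activation under that limit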;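 further: 0% = zVAD with DMSO and 100% = DMSO alone without zVAD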
TNF death inh: inhibitors of TNF-alpha triggered necroptosis, primary screen, cell-based, Jurkat FADD-/-, single concentration; Jurkat FADD-/- TNF necroptosis rescue, ATP luminescence, 24 h; 0 = TNF only, 100 = no-TNF cells; activation (protection from cell death), % at 10 µM; actives 0.068% (n = 220,000); AID 463075, 2010;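 active means activation, meaning protection from cell death, of at least 50% relative to plate controls; inactive means activation below 50%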;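 further: necroptosis triggered by 40 ng/mL TNF-alpha added together with compound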
Hck Nef HTS: inhibitors of Nef-activated human Hck kinase, primary screen, biochemical, Z-Lyte FRET, 384-well, Hck-YEEI. actives 0.68% (n = 220,000). inhibition, % at 20 µM. Tyrosine-protein kinase HCK (Homo sapiens), P08631. Recombinant Hck-YEEI plus Nef, Z-Lyte FRET kinase assay. AID 463187, 2010;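 active means Hck-Nef kinase inhibition above about 50%, limit read from the data; inactive means inhibition below that limit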;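 further: 0% = DMSO with Hck plus Nef and 100% = Hck alone without Nef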
The depositor's hits bear a star; / = not tested or not shown. Some of the compounds tested; rates above refer to the full screens.

SMILES | KCC2 mod | FXIIa inh 1536 | KLK5 inh | thrombin 1536 | FXIa inh | Rad51 HR inh | zVAD death inh | TNF death inh | Hck Nef HTS
COc1ccccc1/C=C(\NC(=O)c1ccc(OC)c(OC)c1)C(=O)Nc1ccc([N+](=O)[O-])cc1 | -0.32 | 8 | -21 | 0 | 6 | 7 | 0.4 | 2.6 | 3
Cc1ccc(S(=O)(=O)N2CCC(n3nnc4cc(C)ccc43)CC2)cc1 | 1.2 | 12 | -8 | 3 | 9 | -6 | 0.5 | -0.6 | 11
O=C(/C=C/Nc1cccc(C(F)(F)F)c1)c1ccco1 | -0.26 | 10 | 4 | -6 | 3 | 12 | 0.4 | -6.8 | 14
Cc1cc(C(c2ccc(C)o2)c2ccc(C)o2)c(O)c([N+](=O)[O-])c1 | 0.0002 | 0 | -10 | -1 | -12 | -3 | 0.2 | -0.1 | 11
O=C(NCc1ccc(F)cc1)c1ccc(Br)o1 | -0.15 | 4 | 13 | -2 | -2 | 0 | 1.1 | 0.5 | 0
COc1ccc(C(=O)Nc2nnc(C(F)(F)F)s2)cc1 | -0.14 | 3 | -21 | -1 | -6 | -4 | 0.7 | -2.7 | -1
Cc1nn(C)c(C(=O)Nc2cccc(CN3CCOCC3)c2)c1Br | -0.29 | 5 | -14 | -8 | 2 | 2 | 0.9 | 0.4 | 2
C=CCNC(=S)NNC(=O)c1cc(O)ccc1O | 0.21 | 4 | -7 | -12 | -1 | -6 | 4.2 | -0.3 | 22
NC(=O)CSc1nnc2sc3ccccc3n12 | / | 1 | -13 | 0 | 1 | 3 | 0.2 | -10 | 0
O=C(N/N=C/c1ccc(OCC(=O)N2CCOCC2)cc1)c1ccccc1Cl | 0.11 | 14 | -3 | 8 | 0 | 24 | -0.9 | 0.3 | 2
COc1ccc(C(=O)COc2ccc(NC(C)=O)cc2)cc1 | -0.42 | 9 | -1 | -4 | 2 | -4 | 0.7 | -0.7 | -19
Cc1cc(C)c(C)c(S(=O)(=O)NCc2ccc(C(=O)N3CCCC3)cc2)c1C | -0.94 | 8 | / | 0 | 2 | / | -0.2 | -1.2 | 5
Cc1occc1C(=O)N/N=C/c1cnn(C)c1C | 0.015 | 8 | 3 | -6 | 2 | -1 | -0.7 | -1.9 | 1
O=C(CCN1C(=O)C2C3C=CC(C3)C2C1=O)Nc1ccccc1F (stereo not drawn) | / | 6 | -21 | -2 | -12 | -2 | 2.6 | 0.1 | 1
Cc1cccc(/C=C2\CS/C(=C\c3cccc(C)c3)C2=O)c1 | / | 7 | -3 | 3 | -7 | 1 | 0.9 | -0.5 | 0

Continued (three carried over from the part before).
SMILES | KCC2 mod | FXIIa inh 1536 | KLK5 inh | thrombin 1536 | FXIa inh | Rad51 HR inh | zVAD death inh | TNF death inh | Hck Nef HTS
Cc1occc1C(=O)N/N=C/c1cnn(C)c1C | 0.015 | 8 | 3 | -6 | 2 | -1 | -0.7 | -1.9 | 1
O=C(CCN1C(=O)C2C3C=CC(C3)C2C1=O)Nc1ccccc1F (stereo not drawn) | / | 6 | -21 | -2 | -12 | -2 | 2.6 | 0.1 | 1
Cc1cccc(/C=C2\CS/C(=C\c3cccc(C)c3)C2=O)c1 | / | 7 | -3 | 3 | -7 | 1 | 0.9 | -0.5 | 0
COc1ccc(OC)c(N(CC(=O)Nc2cccc(C(F)(F)F)c2)S(C)(=O)=O)c1 | 0.27 | 3 | 1 | / | 0 | 0 | 1.1 | 0.1 | 22
CCn1c(SCC(=O)Nc2ccc(-c3nc4ccc(C)cc4s3)cc2)nnc1-c1ccccc1 | -0.077 | 1 | -15 | 2 | 0 | / | / | -1.5 | 62*
CCN(CC)S(=O)(=O)c1ccc(-c2nnc(SCC(=O)Nc3nnc(C)s3)n2CC)cc1 | -0.77 | 12 | -8 | -3 | 2 | -1 | 0.5 | 1.6 | 2
O=C(OCc1cccc([N+](=O)[O-])c1)c1ccc2ccccc2n1 | -1.2 | 6 | 0 | 1 | 0 | / | 1.3 | -0.7 | 19
CC(C)CCCNc1nc(N2CCOCC2)nc(N2CCOCC2)n1 | 0.048 | -2 | 15 | -4 | -6 | 8 | 14 | 2.4 | -1
Cc1csc(SCC(=O)Nc2cccc3nsnc23)n1 | 0.05 | -4 | 0 | -11 | 0 | -3 | -0.3 | 1.1 | 7
O=C(CSc1n[nH]c(=O)[nH]c1=O)N/N=C/C=C/c1ccccc1 | 0.94 | 26 | 28 | 18 | 29 | -10 | 0.2 | 1.0 | 0
Cc1ccc(/S(C)=N/S(=O)(=O)c2ccc(C)cc2)cc1 (stereo not drawn) | 0.29 | 26 | 21 | 23 | 17 | 15 | 0.5 | -0.7 | 0
Cc1ccc(NC(=O)C2OCCc3ccccc32)cc1Cl (stereo not drawn) | -0.2 | 9 | / | -4 | -1 | / | 0.8 | 2.3 | 3
O=C(NCc1ccc(Cl)cc1)C1CCC(CNc2c(N3CCCCC3)c(=O)c2=O)CC1 (stereo not drawn) | 0.077 | 8 | -15 | -3 | -1 | -6 | / | 0.3 | -1
CC(C)c1onc(C(=O)N2C(C)CCCC2C)c1[N+](=O)[O-] (stereo not drawn) | 1.1 | -9 | -11 | -11 | -10 | 0 | -0.2 | 0.5 | -2
O=c1[nH]c(CN2CCCC2)nc2sc3c(c12)CCC3 | 0.082 | 12 | 0 | 0 | 3 | -1 | 3.0 | 2.1 | 23
C=C(C)COc1ccc2c(CC)cc(=O)oc2c1C | -0.71 | 5 | -15 | -10 | 5 | 8 | 0.5 | 0.8 | 6
COC(=O)N/N=C/c1cn(Cc2ccccc2Cl)c2ccccc12 | -0.56 | 5 | -23 | -5 | -1 | 6 | 1.9 | -3.0 | 2
O=C(NCc1cccnc1)C(=O)N/N=C/c1ccc([N+](=O)[O-])cc1 | -0.19 | 5 | -2 | -1 | -4 | 9 | 3.0 | 0.3 | 16
CCCS(=O)(=O)Nc1ccc2cn[nH]c2c1 | 1.1 | 6 | -2 | 0 | -4 | -8 | 1.9 | 1.4 | -28
COc1ccccc1N1N=C(c2cccs2)CC1c1ccccc1 (stereo not drawn) | -0.22 | -28 | -45 | -16 | -13 | 8 | -0.5 | -0.6 | 15
Cc1nn(Cc2ccc([N+](=O)[O-])cc2)c(=O)n1-c1cccc(Cl)c1 | -0.39 | -5 | -18 | 2 | -4 | 10 | 0.4 | 2.6 | 2
CCC(=O)Nc1ccccc1C(=O)OCc1ccc(C(=O)c2ccccc2)cc1 | / | 23 | -11 | 2 | 6 | -10 | -0.3 | -6.6 | 0
CCOC(=O)c1ccc(NC(=O)N2CCCCC2)cc1 | -0.57 | 8 | 1 | -2 | 5 | 11 | -0.4 | 0.1 | -17
O=C(NCCNc1ccc([N+](=O)[O-])cc1C(F)(F)F)c1ccccc1F | -0.8 | 12 | -1 | -6 | 5 | -1 | -0.1 | -2.1 | -1
CC(C)OC(=O)CSc1nnc(-c2ccccn2)n1C | 0.8 | 3 | -11 | -5 | -5 | 6 | -0.5 | -0.1 | 2
Cc1cc(C)cc(NS(=O)(=O)c2ccc3[nH]cc(C(=O)NCc4ccco4)c(=O)c3c2)c1 | 0.48 | 11 | -20 | -4 | 8 | 2 | 42 | -0.9 | 1
C=CCn1c(SCCOc2ccc(OC)cc2)nnc1C(C)NC(=O)Cc1ccc(OC)cc1 (stereo not drawn) | 0.0066 | 0 | -1 | -8 | -5 | 8 | 0.7 | -0.2 | -10
C/C(=N\O)c1ccc2c(c1)OCCO2 | -0.8 | 7 | 0 | 3 | -4 | 4 | 1.4 | 0.1 | -33
O=C(Cc1sc(-c2ccccc2Cl)nc1-c1ccccc1)Nc1ccc(F)cc1 | / | 14 | -29 | -15 | -5 | 3 | -0.2 | 0.9 | -1
O=C(O)c1ccccc1N(Cc1ccccc1)C(=O)CO/N=C/c1ccccc1 | -1.5 | 7 | -19 | -7 | 1 | 8 | 1.2 | 1.3 | 3
COCCNC(=O)c1cn(Cc2c(F)cccc2Cl)nn1 | 0.16 | 18 | -10 | 2 | -1 | / | 1.2 | 1.1 | 1
CCCCNS(=O)(=O)c1ccc(NC(=O)c2c(-c3ccccc3Cl)noc2C)cc1 | -0.35 | 2 | -2 | -3 | -4 | -1 | -0.9 | 3.2 | 2
Cc1ccc(-n2c(Cc3cccn3C)nnc2SCC(=O)N2CCN(c3ccccc3)CC2)cc1 | / | 15 | 6 | -4 | 1 | -10 | -0.7 | -3.2 | -2
CSc1nc(N)c(C(=O)Nc2ccc([N+](=O)[O-])cc2)s1 | 0.56 | 6 | 4 | -2 | 3 | 8 | 0.9 | -4.4 | 17
O=C(CSc1nnc2scc(-c3ccccc3)n12)NCC1CCCO1 (stereo not drawn) | -0.3 | -12 | -10 | 2 | 5 | 6 | -0.5 | -0.3 | 5
CC1CCc2c(C(=O)NCc3ccccn3)csc2C1 (stereo not drawn) | 0.6 | 7 | -20 | -7 | 7 | 7 | 0.2 | 2.1 | 5
O=C(O)C1CC=CCC1C(=O)Nc1ccc(Oc2ccc(Cl)cc2)cc1 (stereo not drawn) | -0.09 | 9 | -4 | -3 | 3 | / | 0.9 | 0.8 | 4
C/C=C/COC(=O)c1[nH]c2c(c1C)C(=O)CC(c1ccco1)C2 (stereo not drawn) | 0.22 | -18 | -35 | 0 | 4 | 1 | -0.4 | -9.3 | 33
Cc1ccc(NC(=O)N[C@@H](CC(C)C)C(=O)O)c(C)c1 | 0.38 | 2 | -7 | -14 | -5 | / | -0.2 | 0.9 | 2
Cc1cc(Oc2ccc(-c3ccccc3)cc2)n2ncnc2n1 | -0.59 | 5 | -5 | -6 | 0 | -3 | 0.5 | -4.7 | 4
O=C(O)c1ccccc1OC(=O)C12CC3CC(CC(C3)C1)C2 | / | 5 | 1 | -4 | -3 | 9 | 23 | -1.1 | 20
Cc1ccc(NC(=O)c2cc(N3C(=O)CCC3=O)ccc2N2CCOCC2)cc1 | -0.9 | 5 | -4 | -5 | -2 | 0 | -1.5 | 0.8 | 21
O=C(CC1C(=O)NCCN1C/C=C/c1ccccc1)NCCc1ccncc1 (stereo not drawn) | -1.2 | 7 | 2 | -5 | -2 | -4 | 0.2 | -0.3 | -9
O=C(c1ccc2c3c(cccc13)CC2)C1CCCN(C(=O)c2cccnc2)C1 (stereo not drawn) | -0.9 | 11 | 1 | -6 | 1 | 5 | 1.1 | -0.2 | 20
